HIV RNase H inh: inhibitors of HIV-1 reverse transcriptase RNase H; 1.9% of 65,000 active; P04585; inhibition, % at 10 µM; RT-RNase H RNA/DNA duplex cleavage, fluorescence; in the data active = inhibition above about 50%
RmlC RmlD mix: RmlC/RmlD inhibition, mixture screen; inhibition, % at 5.5 µM; AID 1532; RmlC/RmlD coupled enzyme inhibition, 384-well mixture HTS; 0.39% of 110,000 active; in the data active = inhibition above about 30%, passing the limit was not always enough; also: strong numbers were not always called active
* marks the source's active call; other numbers are inactive results; · = no result given. These rows are one share of the data; the hit share may differ from the screen's.

Below each compound – HIV RNase H inh	RmlC RmlD mix
Cc1[nH]nc(-c2ccc(O)cc2O)c1Oc1ccccc1
  -21	-7
Brc1ccc(OCc2nc(-c3ccccn3)n[nH]2)cc1
  ·	0
CSc1ncccc1C(=O)OCc1ccccc1F
  -102	3
CCc1nccn1S(=O)(=O)c1cc(Br)ccc1OC
  -52	6
c1ccc(COc2ccc(OCCCNC3CCCC3)cc2)cc1
  ·	6
O=C1C=C2C=C[C@H]3C[C@]2(O1)[C@@H]1CCCCN13
  ·	-12
N#CC1=C(N)C(C#N)(C#N)C2(C(=O)Nc3ccccc32)C2CCCC=C12 (centres undefined)
  3	-15
O=C(NC1(C(F)(F)F)C(=O)Nc2c1c(=O)[nH]c(=O)n2Cc1ccccc1)c1ccc(Cl)cc1Cl (centres undefined)
  ·	-12
Cc1nn(Cc2ccc(Cl)cc2)c(C)c1NC(=O)C1CC=CCC1C(=O)O (centres undefined)
  -28	2
N#CCCCSc1nnc(Cc2ccc3c(c2)OCO3)o1
  ·	-2
Cc1cc(NC(=O)CSc2nnc3c4c(C)c(C)sc4ncn23)no1
  -11	-7
COc1ccc(C(=O)N(Cc2ccco2)C(C(=O)NC2CCCC2)c2ccc(O)cc2)cc1OC (centres undefined)
  -1	-7
O=C(Nc1ccc(NC(=O)C23CC4CC(CC(C4)C2)C3)cn1)c1ccco1
  -6	-8
COc1ccc(CN(CCCN2CCOCC2)C(=O)Nc2cccc(Cl)c2)cc1OC
  2	-30
O=CN1Cc2[nH]c3ccccc3c2N(c2ccc(Cl)cc2)C1=O
  -3	0
O=C(NCc1cccnc1)C1c2ccccc2C(=O)N1C1CCCCCCC1 (centres undefined)
  2	-14
Cc1cc(C(=O)O)c(CSc2ncn[nH]2)o1
  -6	·
Cc1cc(C)nc(SCNC(=O)c2ccccc2)n1
  -51	-9
Cc1cc(=O)n2ncnc2n1COCCO
  -3	-11
CC(=O)Nc1ccc(S(=O)(=O)N2CCCC2C(=O)O)cc1 (centres undefined)
  -8	-14

Below each compound – HIV RNase H inh	RmlC RmlD mix
CCOC(=O)Cc1cc(=O)n2[nH]c(C)c(-c3ccccc3)c2n1
  -5	10
O=c1sc2ccccc2n1CCOc1ccccc1
  -101	-9
CC(C)(C)NC(=O)C(OC(=O)Cn1nnc(-c2ccc(F)cc2)n1)c1ccncc1 (centres undefined)
  -2	6
CCOC(=O)C(CCCOc1ccc(C)cc1)C(=O)OCC
  ·	6
O=C(Cn1cnc2ccccc2c1=O)Nc1ccc2c(c1)OCCO2
  13	6
CCC(C)Sc1nc2ccccc2n1CC(=O)O (centres undefined)
  ·	17
COCCN(C(=O)Cc1cccs1)C(C(=O)NCc1ccc(OC)cc1)c1ccccc1 (centres undefined)
  ·	12
COC(=O)C(F)(F)Sc1c(C)[nH]c2ccccc12
  1	-9
CC1CCCC(NC(=O)COC(=O)c2ccc3ccccc3n2)C1C (centres undefined)
  ·	-15
CC(C)=CCc1c(O)cc(O)c2c(=O)c(O[C@@H]3O[C@@H](C)[C@H](O)[C@@H](O)[C@H]3O)c(-c3ccc(O)cc3)oc12
  ·	-5
O=C(NN=C1c2ccccc2-c2ccccc21)c1ccccn1
  ·	-2
Cc1cccc(NC(=O)CSc2nnc(CCCCCNC(=O)OC(C)(C)C)o2)c1C
  -13	6
CC1CCCCC1NC(=O)c1cc2c(s1)CS(=O)(=O)C2 (centres undefined)
  -19	-11
Cc1ccc(C)c(NC(=O)C2(C)CC3c4ccccc4C2c2ccccc23)c1 (centres undefined)
  ·	2
CCO[C@H]1OC(C(=O)N2CCN(Cc3ccccc3)CC2)=C[C@@H](c2ccccc2)[C@@H]1CCCO
  ·	3
CCOC(=O)C1=C(C)NC(=O)NC1c1cccnc1 (centres undefined)
  -11	1
Cc1ccoc1C(=O)Nc1ccc(CC(=O)O)cc1
  ·	1
Cc1ccc(-c2nc(CSCC(=O)NCCN3CCN(Cc4ccccc4)CC3)c(C)o2)cc1
  -1	3
CC(C)C(=O)N=c1sc2cc(F)cc(F)c2n1C
  -14	8
CC(C)c1ccccc1-n1c(SCC(=O)N2CCN(c3ccccc3)CC2)nnc1-c1cccnc1
  ·	3

Below each compound – HIV RNase H inh	RmlC RmlD mix
COC(=O)CSc1nc2cc3c(cc2cc1C#N)OCO3
  7	13
COC(=O)c1ccc(S(=O)(=O)NCc2cccc(OC)c2)n1C
  -19	-66
COc1ccc(S(=O)(=O)N2CCC(C(=O)N3CCc4ccccc4C3)CC2)cc1C
  ·	6
CCOc1ccc2[nH]c(=O)c(CN(CCOC)C(=O)N3CCOCC3)cc2c1
  -6	-3
NCC12CC3CC(CC(O)(C3)C1)C2
  ·	4
O=C(CC(c1ccccc1O)N1CCCCC1)N1CCCCC1 (centres undefined)
  -7	-8
O=C(Oc1ccc2c(c1)OCO2)c1ccc(Br)c(S(=O)(=O)N2CCOCC2)c1
  -16	·
Cc1cc(NC(=O)c2cc(-c3ccccc3)on2)n(-c2ccccc2)n1
  4	-6
CCn1nnc(NC(=O)COc2ccc(C3CCCCC3)cc2)n1
  -5	-9
CC(NC(=O)Cc1cccs1)C(c1cccs1)N1CCOCC1 (centres undefined)
  9	11
CS(=O)(=O)N(CC(=O)NC1CCCCC1)Cc1ccc(Cl)cc1
  ·	7
COc1ccccc1Oc1cc(F)nc(N)n1
  ·	3
COc1ccccc1OCCCc1c(C)n[nH]c1C
  -21	6
Cc1cccc(-c2nc(CN3CCCC(C(=O)NC4CCCC4)C3)c(C)o2)c1 (centres undefined)
  8	7
CCN1CCN(Cc2nc3c(c(=O)n(C)c(=O)n3C)n2C(C)C(C)=O)CC1 (centres undefined)
  -18	-12
O=C(NCc1ccc(Cl)cc1)c1cc(=O)nc2sc(-c3ccccc3)nn12
  ·	1
CCC(C)N1CCCC1C(=O)Nc1c(C)cc(C)cc1C (centres undefined)
  ·	5
COC(=O)CCC(=O)OC1(C)C(=O)C=C2C=C(C3CC3)N(C3CCCCC3)C=C2C1=O (centres undefined)
  ·	-8
COc1oc(-c2ccccc2)nc1C(F)(F)F
  -5	9
COc1ccc(C(=O)NCC(c2cccnc2)N2CCN(c3ccc(F)cc3)CC2)cc1OC (centres undefined)
  -5	36

Another view of part of the listing above:
COc1ccccc1OCCCc1c(C)n[nH]c1C
  HIV RNase H inh: -21 | RmlC RmlD mix: 6
Cc1cccc(-c2nc(CN3CCCC(C(=O)NC4CCCC4)C3)c(C)o2)c1 (centres undefined)
  HIV RNase H inh: 8 | RmlC RmlD mix: 7
CCN1CCN(Cc2nc3c(c(=O)n(C)c(=O)n3C)n2C(C)C(C)=O)CC1 (centres undefined)
  HIV RNase H inh: -18 | RmlC RmlD mix: -12
O=C(NCc1ccc(Cl)cc1)c1cc(=O)nc2sc(-c3ccccc3)nn12
  HIV RNase H inh: · | RmlC RmlD mix: 1

Additional records:
Below each compound – HIV RNase H inh	RmlC RmlD mix
C[C@@H]1C=C(C(=O)NC2CC2)O[C@H](OCc2ccc(CO)cc2)C1
  ·	-9
Cc1nn(Cc2ccc(Cl)c(Cl)c2)c(C)c1NC(=O)c1cn(-c2ccccc2)nc1-c1ccccc1
  ·	-14
O=S(=O)(c1ccc(S(=O)(=O)N(Cc2ccccc2)Cc2ccco2)cc1)N1CCCC1
  ·	4
O=C(NCCCN1CCOCC1)c1cc(-c2ccc(Cl)cc2)on1
  -9	9
CCSc1nnc(-c2cc3c(s2)-c2ccccc2CC3)o1
  ·	-148
COc1ccccc1OCCn1c(CO)nc2ccccc21
  -6	-1
CCN=c1sc2ccccc2n1CC(O)COc1ccccc1 (centres undefined)
  ·	25
Cc1ccc(NC(=S)N2CCC(N(C)CC3CCCO3)CC2)c(C)c1 (centres undefined)
  ·	3
O=[N+]([O-])c1ccc(NC(=S)N/C(=N/CS(=O)(=O)c2ccccc2)c2ccccc2)cc1
  ·	-11
O=C1CSC(=Nc2cc(Cl)ccc2Cl)N1
  -33	13
Cc1cc(C)c2c(n1)SCC(=O)N2CC(=O)NCCC1=CCCCC1
  -9	7
N=c1sccn1CC(=O)Nc1ccccc1-c1ccccc1
  -1	6
CCCc1nc(N)c(C#N)c(-c2ccco2)c1CC
  -47	0
CCC1CCCCN1C(=O)Nc1ccc(F)cc1 (centres undefined)
  -4	4
O=C(Nc1cc(N2CCOCC2)ncn1)Nc1cccc2ccccc12
  -2	-3
CC(C)(C)C(=O)/C=C(N)/C=C/c1ccccc1
  -8	-6
Cc1ccc(S(=O)(=O)Nc2nncs2)cc1
  8	1
O=C(NCC1(c2ccccc2)CCCC1)c1cccc(Br)c1
  ·	3
CCN(CC)C(=O)c1cc2c(=O)oc3ccccc3c2s1
  ·	10
COC(=O)c1cc(NC(=O)c2c(Cl)nc3sccn23)cc(C(=O)OC)c1
  -24	14

Below each compound – HIV RNase H inh	RmlC RmlD mix
Cc1ccc(C)c(NC(=O)c2ccccc2O)c1
  -1	3
CCOC(=O)c1c(NC(=O)c2ccc(Cl)s2)sc(C)c1C
  20	-107
COc1cc(C=O)ccc1OCCOCCOc1ccc(Cl)cc1
  ·	4
COc1ccc(C2C(C(C)=O)=C(C)N=c3s/c(=C\c4cc(C)n(C)c4C)c(=O)n32)c(OC)c1 (centres undefined)
  32	-7
Cc1cccc(OCCCC(=O)Nc2ccc(N3CCCCC3)cc2)c1C
  ·	6
O=C1/C(=C/c2cc([N+](=O)[O-])ccc2Cl)N2CCC1CC2
  ·	-5
O=C(O)c1cc2c(ccc3ccccc32)[nH]1
  -17	-14
COc1ccccc1CNC(=O)CCc1nc2ccccc2c(=O)[nH]1
  ·	13
COC(=O)c1ccc(CSCC(=O)Nc2cc(OC)cc(OC)c2)o1
  -3	-2
CCOC(=O)C1CCN(Cc2ccc(F)c(F)c2)CC1
  ·	-135
COc1ccc(NC(=O)CCN2CCCC2)c(OC)c1
  ·	-10
CCOc1cc(C2C(C(=O)OC)=CN(C3CCCC3)C=C2C(=O)OC)cc(Br)c1O
  -4	-55
COC(=O)c1ccc(Cn2c(C)cc(C)[n+]2C)o1
  ·	5
O=C(COC(=O)c1cccc(S(=O)(=O)N2CCc3ccccc32)c1)NC1CCS(=O)(=O)C1 (centres undefined)
  -22	·
Cc1sc(NC(=O)CCCC(=O)O)c(C#N)c1C
  3	5
Cc1ccc(C2NC(=S)NC3=C2N2CCC3CC2)cc1 (centres undefined)
  ·	-10
N#C/C(=C\c1ccc[nH]1)S(=O)(=O)c1ccccc1
  -76	5
N#CC1=C(O)C(c2ccccc2)n2c1nc(=O)c1ccccc12 (centres undefined)
  -5	20
O=C(N1CCCCCC1)N1CCN(C(=O)N2CCCCC2)CC1
  -2	10
O=C(Nc1nnc(CCc2ccccc2)s1)c1cccs1
  -11	8

In the list so far, these contain a furan ring, fused or not.
Below each compound – HIV RNase H inh	RmlC RmlD mix
COc1ccc(C(=O)N(Cc2ccco2)C(C(=O)NC2CCCC2)c2ccc(O)cc2)cc1OC (centres undefined)
  -1	-7
O=C(Nc1ccc(NC(=O)C23CC4CC(CC(C4)C2)C3)cn1)c1ccco1
  -6	-8
Cc1cc(C(=O)O)c(CSc2ncn[nH]2)o1
  -6	·
Cc1ccoc1C(=O)Nc1ccc(CC(=O)O)cc1
  ·	1
O=S(=O)(c1ccc(S(=O)(=O)N(Cc2ccccc2)Cc2ccco2)cc1)N1CCCC1
  ·	4
CCCc1nc(N)c(C#N)c(-c2ccco2)c1CC
  -47	0
COC(=O)c1ccc(CSCC(=O)Nc2cc(OC)cc(OC)c2)o1
  -3	-2
COC(=O)c1ccc(Cn2c(C)cc(C)[n+]2C)o1
  ·	5

Continuation.
Below each compound – HIV RNase H inh	RmlC RmlD mix
c1ccc2c(c1)CCN(c1ncnc3nc[nH]c13)C2
  -17	-10
CCc1nnc(NC(=O)C2CC(=O)N(c3ccc(C)cc3)C2)s1 (centres undefined)
  11	-12
O=C(Cc1ccc(Cl)cc1)NCCN1CCCC1
  -7	-16
O=C(CSc1nnc(Cc2cccs2)n1Cc1ccco1)Nc1ccc(Cl)cc1Cl
  -10	-12
Nn1cnnc1SCC(=O)Nc1ccc2c(c1)OCCO2
  -6	1
COC(=O)[C@H](CCSC)NS(=O)(=O)c1ccccc1Br
  ·	-7
O=C(NCc1cccs1)C1CCN(c2nccs2)CC1
  -15	-2
Cc1nn(CC(=O)Nc2ccc3c(c2)nc2n3CCOC2)c(=O)c2ccccc12
  ·	8
CCOC(=O)c1sc(=S)n(CC)c1NC(=O)C1CC1
  -11	-14
CCOC(=O)Nc1ccc2c(c1)nc(CN1CCOCC1)n2C
  5	-5
Cc1ccc(CN2C(=O)CCC2C(=O)NCCCN2CCC(C)CC2)cc1 (centres undefined)
  -15	·
COc1ccc(N=C(N(C)C)P(=O)(N(C)C)N(C)C)cc1
  -4	9
O=C1CC(C(=O)NCc2ccccc2)C2(CCCC2)O1 (centres undefined)
  -4	-14
CC(NC(=O)CSc1ncnc2nc[nH]c12)c1ccccc1 (centres undefined)
  1	-7
O=c1[nH]c2ccccc2n1CCCSc1cnc2ccccc2n1
  -33	18
Cc1ccc(S(=O)(=O)NCC(=O)OCC(=O)N2CCc3ccccc32)cc1
  -43	-12
COCC(=O)NCCc1nc(-c2ccccc2)cs1
  -20	-12
CC1(C)CC(=O)C2=C(C1)N(CCN1CCOCC1)C1=C(C(=O)CC(C)(C)C1)C2c1cccc(Cl)c1
  -15	5
CCOC(=O)CSc1nnc(CNC(=O)Cc2ccccc2)n1-c1ccccc1OC
  -42	-10
CCOC(=O)Cc1csc(NC(=O)c2ccoc2C)n1
  0	-5

Below each compound – HIV RNase H inh	RmlC RmlD mix
CCOC(=O)C1SC2(C(F)F)CC1(O)c1c(c(OC)c3occc3c1OC)O2 (centres undefined)
  -6	-4
CC(C)(C)c1ccc(-c2nnc(SCCN3C(=O)c4ccccc4C3=O)o2)cc1
  ·	-12
CC(C)n1cnc2c(Nc3cccc(F)c3)nc(NCCO)nc21
  ·	1
NC1=NC2(CCCCC2)N=C(Nc2ccc(F)cc2F)N1
  ·	6
Cc1cc(NC(=O)c2noc3c2CCCC3)nn1Cc1ccc(Cl)cc1
  7	-7

Compound activity deposited in PubChem by several laboratories.
